p97 ATPase inh: blocks human p97 ATPase activity; P55072; recombinant p97 ATPase, Kinase-Glo ATP luminescence, 3 h; inhibition, % at 8 µM; hit rate 0.42% among 220,000; AID 1481; in the data active = inhibition above about 15%;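 also: 0% = DMSO vehicle and 100% = wells lacking enzyme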
Runt-SMMHC FRET: blocks binding of human RUNX1 Runt domain to CBFb-SMMHC; Q01196+Q13951; Cerulean-Runt/Venus-CBFb-SMMHC FRET ratio 530/480, 1 h; inhibition, % at 20 µM; hit rate 0.74% among 220,000;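 active = mean inhibition across duplicate retests at 20 µM reaching about 50%, limit read from the data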;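 also: 0% = DMSO wells and 100% = wells with excess untagged CBFb-SMMHC; inhibitors lower the FRET ratio by blocking Runt binding to CBFb-SMMHC; some results filed as inactive read as strong as hits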
RBBP9 inhibitor: inhibitors of human serine hydrolase RBBP9 | O75884 | recombinant RBBP9, FP-Rh probe fluorescence polarization | inhibition, % at 7.94 µM | hit rate 0.2% among 220,000 | AID 1515;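 active = inhibition above the campaign mean of all tested compounds plus 3 SD, cut at about 14% in these data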;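 also: plate controls were DMSO wells with RBBP9 for no effect and wells lacking RBBP9 protein for full effect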
Target sequence (O75884 whole entry, looked up): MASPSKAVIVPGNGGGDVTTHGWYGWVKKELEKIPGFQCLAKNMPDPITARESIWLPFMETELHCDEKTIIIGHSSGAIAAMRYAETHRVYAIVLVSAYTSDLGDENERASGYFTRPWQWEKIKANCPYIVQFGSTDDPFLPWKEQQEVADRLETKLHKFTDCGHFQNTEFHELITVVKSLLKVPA
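Test system: recombinant human RBBP9; Timing: 30 min then 45 min, 25 °C; Detection: fluorescence polarization; Control set: RBBP9 with DMSO as uninhibited control, no-protein wells as full inhibition; Compound dosing: one concentration, 7.94 µM nominal, 0.794% DMSO; Probe or stimulus: FP-Rh activity-based probe, 375 nM before mixing.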
Furin inhibitor: inhibitors of human furin. hit rate 0.061% among 220,000. AID 463115. P09958. purified furin, fluorogenic substrate cleavage. inhibition, % at 30 µM; in the data active = inhibition above about 25%; also: inactives centre near -15
Tb hexokinase: blocks Trypanosoma brucei hexokinase 1 activity; recombinant TbHK1, G6PDH-coupled NADH A340; inhibition, % at 10 µM; hit rate 0.11% among 220,000; AID 1430;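 active = inhibition of 50% or more in the single-dose primary screen; inactive = inhibition below 50%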
EBV gp42 inh: EBV gp42 inhibition; Q1HVG2; Fluorescence polarization binding assay, mP read-out; inhibition, % (tested at 21.74 µM); hit rate 0.42% among 220,000; AID 1085; in the data active = inhibition above about 50%
Target sequence (Q1HVG2 whole entry, looked up): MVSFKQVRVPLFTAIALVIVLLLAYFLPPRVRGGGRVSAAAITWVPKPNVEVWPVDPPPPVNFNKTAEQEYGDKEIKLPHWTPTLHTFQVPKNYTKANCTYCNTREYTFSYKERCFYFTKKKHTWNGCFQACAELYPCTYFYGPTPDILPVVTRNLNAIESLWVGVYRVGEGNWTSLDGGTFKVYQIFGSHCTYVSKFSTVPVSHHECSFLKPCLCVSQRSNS
Runt-CBFb FRET: blocks binding of human RUNX1 Runt domain to CBFb; Q01196+Q13951; Cerulean-Runt/Venus-CBFb FRET ratio 530/480, 1 h; inhibition, % at 20 µM; hit rate 0.46% among 220,000; AID 1496;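 active = inhibition over about 50% at 20 µM in the single-dose screen, limit read from the data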;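 also: 0% = DMSO wells and 100% = excess unlabeled CBFb competitor control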
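Assay system: Cerulean-tagged RUNX1 Runt domain (FRET donor) fusion protein / Amount: 100 nM each of Venus-CBFb and Cerulean-Runt domain / Medium: Tris buffer pH 7.5 with salts and BSA / Also added: Venus-CBFb 100 nM / Schedule: 1 h complex formation plus 1 h compound treatment, room temperature / Signal: FRET fluorescence / Read-out: loss of energy transfer signal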
Calpain2 inh: calpain II (pig) inhibition | inhibition, % at 16 µM | hit rate 0.37% among 220,000 | purified calpain II, fluorogenic peptide substrate, 30 min;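 active = inhibition above about 50%, limit read from the data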
p47phox inh: blocks human p47phox regulatory protein of NADPH oxidases; p47phox/p22phox peptide binding, fluorescence polarization, 2 h; inhibition, % at 24.7 µM; hit rate 0.53% among 220,000; AID 1274;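 active = inhibition above about 30%, limit read from the data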;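 also: 0% = p47phox with labelled peptide and 100% = labelled peptide alone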
Target sequence (P14598 whole entry, looked up): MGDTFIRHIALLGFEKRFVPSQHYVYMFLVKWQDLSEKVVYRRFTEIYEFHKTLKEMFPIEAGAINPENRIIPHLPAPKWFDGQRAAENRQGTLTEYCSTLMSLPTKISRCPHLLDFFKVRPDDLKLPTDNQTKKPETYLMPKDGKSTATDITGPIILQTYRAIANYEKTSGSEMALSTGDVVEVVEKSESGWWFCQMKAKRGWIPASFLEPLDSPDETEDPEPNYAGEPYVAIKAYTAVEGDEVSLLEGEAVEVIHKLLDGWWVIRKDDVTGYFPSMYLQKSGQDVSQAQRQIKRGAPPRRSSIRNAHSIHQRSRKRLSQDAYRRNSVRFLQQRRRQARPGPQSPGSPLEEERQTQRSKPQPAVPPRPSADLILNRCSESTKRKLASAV
* = called active by the depositor; / = not tested or not shown; [ ] = another dose, or the depositor's remark. Not a hit list; any-hit rate near 2.7%.

p97 ATPase inh | Runt-SMMHC FRET | RBBP9 inhibitor | Furin inhibitor | Tb hexokinase | EBV gp42 inh | Runt-CBFb FRET | Calpain2 inh | p47phox inh | mol
5 | 0 | -9 | -17[20 µM] | 3 | -6 | -1 | 1 | -4 | CCn1nnc(NC(=O)c2cc3ccccc3o2)n1
2 | 1 | -6 | -2[20 µM] | -10 | -9 | 1 | -15 | -15 | COc1ccc(Nc2nc(NCCO)nc(OC)n2)cc1
-6 | 5 | -1 | -2 | -24 | 17 | -2 | -122 | -3 | CCOc1cc(/C=C/c2nc3ccccc3s2)ccc1OCC(=O)N1CCOCC1
-1 | -3 | -14 | -13 | -7 | 2 | 0 | -4 | 5 | COc1ccccc1/C=N/NC(=O)CNC(=O)c1ccc(S(=O)(=O)N2CCCC2)cc1
1 | 2 | 3 | -14[20 µM] | -5 | 2 | -2 | -13 | 6 | COc1ccc(-n2nc(C(=O)O)c3ccccc3c2=O)cc1
6 | -24 | 2 | -19 | -1 | -11 | -4 | -22 | -18 | Cn1cccc1/C=C1\SC(=O)N(CC(=O)Nc2ccc(F)cc2)C1=O
-2 | 0 | -11 | -14 | -2 | -16 | -3 | -29 | -10 | O=C(CSc1nnc(CNc2ccc(F)cc2)n1Cc1ccccc1)NCc1ccco1
1 | 3 | -5 | -23 | -3 | -7 | 0 | -11 | -9 | COc1ccc(NC(=O)c2ccc(Cl)nc2)cc1S(=O)(=O)N1CCCCC1
0 | 2 | -6 | -38[20 µM] | -5 | -4 | -2 | -213 | -10 | C=CCSc1nnc(-c2sc(-c3ccccc3)nc2C)n1C
1 | -18 | -1 | -8 | -19 | -10 | -9 | -48 | -1 | O=C(NCCN1CCOCC1)c1cccn2c(=O)c3c4c(sc3nc12)CCCC4
-2 | -1 | -7 | -24 | -3 | 1 | 0 | 75* | 3 | COc1ccc(Nc2c(-c3ccc(C)cc3)nc3cnccn23)cc1
0 | 1 | 1 | -22[20 µM] | -3 | -7 | 1 | -55 | -5 | CCOC(=O)c1c(C)[nH]c(O)c1C=Nc1ccc(C(F)(F)F)cc1
-1 | -1 | -7 | -25 | -13 | -3 | -4 | -2 | -2 | COc1ccc(/C=C/C(=O)Nc2cc(F)ccc2C)cc1S(=O)(=O)N1CCOCC1
-8 | 2 | -9 | -10 | -1 | 7 | 0 | 13 | -7 | COc1ccc(-c2[nH]nc3c2C2(C(=O)N(CC(=O)O)c4ccccc42)C(C#N)=C(N)O3)cc1OC (stereo not drawn)
4 | 8 | -2 | -21 | 3 | 3 | 4 | -49 | -7 | COc1ccc(/C=C2\C(=O)N(c3c(Cl)cc(Cl)cc3Cl)N=C2NC(=O)c2cccc([N+](=O)[O-])c2)cc1
3 | 2 | -14 | -9 | -9 | 3 | -2 | -7 | -5 | CSc1nnc(C(C)(C)C)c(=O)n1/N=C/c1ccccc1
-6 | 0 | 2 | -12[20 µM] | -3 | -5 | / | 15 | -10 | CCNC(=O)c1ccc(C2SCC(=O)N2Cc2ccco2)cc1 (stereo not drawn)
4 | 1 | -4 | -16 | -8 | -3 | -1 | -1 | -14 | CC(C)CN=C(NS(=O)(=O)c1ccccc1)C(Cl)(Cl)Cl
-4 | -3 | -1 | -3[20 µM] | -23 | -17 | 3 | -132 | 4 | Cc1cc(=O)oc2cc(NC(=O)c3cc4ccccc4o3)ccc12
10 | -3 | 2 | -11 | -13 | -13 | 1 | -15 | -1 | CCc1cccc(NC(=O)C2CCCN2S(=O)(=O)c2ccc3c(c2)n(C)c(=O)c(=O)n3C)c1 (stereo not drawn)
4 | 1 | -9 | -15 | -8 | -18 | 0 | -21 | -8 | N#Cc1ccc(N2Cc3ccccc3C2=NC(=O)c2cccs2)cc1
0 | 0 | -7 | 4 | 56* | 14 | 2 | -7 | -32 | CCC(C)COC(=O)C(C#N)c1nc2ccccc2nc1N1CCCCC1 (stereo not drawn)
7 | 1 | 0 | -1 | -5 | 9 | -2 | -23 | -8 | Cc1cccc(-n2c(SCC(=O)Nc3ccc4c(c3)OCO4)nnc2-c2ccoc2C)c1
5 | 3 | -8 | -28 | -10 | -1 | -3 | -42 | -20 | O=C(CCN1C(=O)/C(=C/c2cccc(Br)c2)SC1=S)Nc1cccnc1
2 | 0 | -6 | -10 | 0 | -13 | 2 | -10 | -3 | CC(=O)c1cccc(NC(=O)CSC(=O)c2ccccc2)c1
-3 | 4 | -6 | -19 | -5 | -3 | 2 | 16 | -14 | CC1CC(C)(C)NC(=S)N1CC(=O)NCc1ccc(Cl)cc1 (stereo not drawn)
6 | -4 | -3 | -26 | 0 | -6 | 0 | -5 | -6 | Nc1nc(SCc2ccc(F)cc2)ns1
-5 | -2 | -7 | -11[20 µM] | -9 | -16 | -2 | 9 | -2 | COc1cccc(CNC(=O)c2nnn(-c3ccc(OC(F)(F)F)cc3)c2N)c1
3 | 3 | -7 | -20 | -1 | -20 | -1 | -17 | -22 | COc1ccc(N2CC(C(=O)Nc3ccc(S(=O)(=O)Nc4nc(C)cc(C)n4)cc3)CC2=O)cc1 (stereo not drawn)
1 | 1 | -1 | -13 | 2 | -2 | -3 | 0 | -1 | Cc1ccc(OCCOCCn2ccnc2)c(Br)c1

Four records drawn at random from those above, as already listed:
p97 ATPase inh | Runt-SMMHC FRET | RBBP9 inhibitor | Furin inhibitor | Tb hexokinase | EBV gp42 inh | Runt-CBFb FRET | Calpain2 inh | p47phox inh | mol
-8 | 2 | -9 | -10 | -1 | 7 | 0 | 13 | -7 | COc1ccc(-c2[nH]nc3c2C2(C(=O)N(CC(=O)O)c4ccccc42)C(C#N)=C(N)O3)cc1OC (stereo not drawn)
3 | 3 | -7 | -20 | -1 | -20 | -1 | -17 | -22 | COc1ccc(N2CC(C(=O)Nc3ccc(S(=O)(=O)Nc4nc(C)cc(C)n4)cc3)CC2=O)cc1 (stereo not drawn)
1 | -18 | -1 | -8 | -19 | -10 | -9 | -48 | -1 | O=C(NCCN1CCOCC1)c1cccn2c(=O)c3c4c(sc3nc12)CCCC4
4 | 1 | -9 | -15 | -8 | -18 | 0 | -21 | -8 | N#Cc1ccc(N2Cc3ccccc3C2=NC(=O)c2cccs2)cc1

(next part)
p97 ATPase inh | Runt-SMMHC FRET | RBBP9 inhibitor | Furin inhibitor | Tb hexokinase | EBV gp42 inh | Runt-CBFb FRET | Calpain2 inh | p47phox inh | mol
2 | -1 | 2 | -18 | -12 | -5 | 0 | 5 | 2 | O=[N+]([O-])c1ccc(N2CCN(Cc3ccccc3)CC2)nc1
-4 | -2 | 4 | -22 | 3 | 3 | -3 | -31 | -4 | O=C(NCc1cccnc1)c1cn(-c2ccccc2)nc1-c1cccs1
1 | -4 | -6 | -26 | -4 | -3 | 2 | -26 | 3 | COc1cccc2c(=O)n(CC(=O)Nc3cccc(F)c3)ccc12
1 | 0 | 0 | -28 | -2 | -3 | -4 | -2 | -10 | O=C(NCCSC1CCCCC1)c1ccccc1
6 | -1 | -3 | -9 | -6 | -25 | 4 | -4 | -9 | CNC(=S)Nc1ccc(N2CCN(c3ccc(C(F)(F)F)cn3)CC2)nc1
-2 | 1 | -2 | -22 | -5 | -12 | 0 | -3 | 0 | Cc1ccsc1C(=O)N1CC(=O)Nc2ccccc21
-3 | 2 | -4 | -10 | 3 | -3 | 0 | 13 | 2 | CCOc1cc(CNC(CC)CO)ccc1OCC(=O)Nc1cccc(C(F)(F)F)c1 (stereo not drawn)
2 | 1 | -5 | -21 | 7 | 4 | -1 | -8 | -8 | COc1ccc(OCC(=O)NNC(=O)c2nn(C)c(=O)c3ccccc23)cc1
-2 | -6 | -1 | -23 | -20 | 2 | -2 | -11 | 0 | O=C(Nc1nc2ccc([N+](=O)[O-])cc2s1)c1c(F)cccc1F
4 | 1 | -10 | -43 | -1 | -7 | 0 | -7 | 2 | Fc1ccccc1N1CCN(CCCNc2ccc3nncn3n2)CC1
4 | -3 | -6 | -16 | 5 | -3 | -4 | -27 | -8 | COC(=O)c1c(N=CN(C)C)c(C#N)c2n1CCCC2
0 | -4 | -4 | -42 | -1 | -3 | 0 | 11 | -6 | Cc1ccccc1OCC(=O)NNC(=O)CN1C(=O)c2ccccc2C1=O
-3 | 6 | 0 | -15 | -3 | 8 | -1 | -7 | -8 | CCOC(=O)C1=C(c2ccccc2)ON(C)C1c1ccccc1 (stereo not drawn)
0 | -2 | -5 | -20[20 µM] | -8 | -8 | -3 | 2 | -9 | COc1ccc(-n2c(SC(CN3CCCCC3)CN3CCCC3=O)nc3ccccc3c2=O)cc1 (stereo not drawn)
4 | -2 | -5 | -15[20 µM] | -1 | -10 | 4 | -2 | -9 | O=C(CCl)N(c1ccc(Cl)cc1)c1c[nH]c2ccccc12
0 | -3 | -6 | -17[20 µM] | 9 | -16 | 1 | -1 | -16 | Cc1cccc2sc(NC(=O)CN(C)S(=O)(=O)c3ccc(Br)s3)nc12
5 | 3 | -4 | -6 | 6 | 1 | -1 | -13 | 2 | Cc1no[n+]([O-])c1COc1cccc(/C=N/Nc2nncn2N)c1
7 | -4 | -3 | -18 | -5 | -10 | -1 | -13 | -11 | CCC(=O)c1ccc(OCC(=O)c2ccc3c(c2)NC(=O)CO3)cc1
5 | 4 | -3 | -43 | -1 | -12 | 1 | 31 | -39 | CC(C)(C)c1ccc(C(=O)NCC(=O)OCC(=O)c2ccc3c(c2)-c2ccccc2C3)cc1
9 | -1 | 7 | -32[20 µM] | -24 | -5 | 4 | -208 | 0 | COc1cc2c(cc1NC(=O)COc1ccccc1OC)oc1ccccc12
-7 | -1 | -3 | -17 | -3 | -9 | 0 | 15 | 2 | O=C(c1cnc2n(c1=O)CCS2)N(C1CCCCC1)C1CCCCC1
8 | -6 | 10 | -18 | -7 | -22 | 1 | -3 | -13 | COc1ccc(C(=O)Nc2ccc(NS(=O)(=O)c3ccccc3)cc2)cc1OC
6 | 81 | -3 | -13 | -19 | -7 | -19 | -169 | -9 | O=c1cc(-c2ccccc2)c2cc(Cl)c(O)c(CN3CCOCC3)c2o1
0 | -3 | -9 | -24[20 µM] | 4 | -15 | 2 | -1 | 9 | COc1ccc(OC)c(NC(=O)CSc2ncccc2C(=O)O)c1
-2 | 4 | -5 | -11 | 4 | -4 | 0 | 10 | 6 | CCOC(=O)C1(CC)NC(c2ccc(OC)cc2OC)C2C(=O)N(C)C(=O)C21 (stereo not drawn)
3 | 0 | 0 | -13 | -4 | -11 | -1 | -13 | / | CCO[C@@H]1OC(C(=O)N2CCCCCCC2)=C[C@H](c2ccc3c(c2)OCO3)[C@H]1CCCO
1 | -1 | -8 | -15 | 9 | 5 | 4 | 26 | -7 | S=C(Nc1ccccc1Cl)N(Cc1cccnc1)Cc1ccco1
4 | 1 | -2 | -15 | 4 | -5 | 3 | -7 | -11 | COc1cccc(C2NC(CCSC)(C(=O)O)C3C(=O)N(C(C)C)C(=O)C23)c1O (stereo not drawn)
-2 | 0 | 1 | -10 | 4 | 5 | 2 | 3 | -14 | Cc1cc(Br)ccc1SCC(=O)Nc1cccnc1
0 | 4 | -11 | -16[20 µM] | 5 | -7 | -1 | 2 | -4 | Cc1csc(CCc2nc(C)cs2)n1
-7 | 0 | -7 | -13 | 2 | -9 | 1 | 1 | -14 | Cc1ccc(C(=O)NCCCN2CCOCC2)cc1N1CCCC1=O

Quoted from the listing.
Value for COc1cc2c(cc1NC(=O)COc1ccccc1OC)oc1ccccc12 in Runt-SMMHC FRET: -1
Value for O=C(NCc1cccnc1)c1cn(-c2ccccc2)nc1-c1cccs1 in p47phox inh: -4

Assay outcomes deposited in PubChem BioAssay by several laboratories.
